CRFR2-BP ag – CRF-BP/CRF-R2 complex agonism; HEK293 CRF-R2/CRF-BP, calcium dye fluorescence (FLIPR); percent of saturating CRF peptide response; activation, % at 13.2 µM; hit rate 0.46% among 350,000; AID 588473;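 active = activation of at least 50%, plus an integration ratio under a set limit after plate pattern correction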;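 note: plate controls were neutral control wells without compound for no effect and CRF at EC100 for full effect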
M5 antag – antagonists of human muscarinic M5 receptor (CHRM5); P08912; CHO-hM5 cells, Fluo-8 calcium fluorescence, ACh EC80; inhibition, % at 3 µM; hit rate 0.59% among 360,000;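 active = inhibition above a per-plate cutoff, the mean of that plate's test compounds plus 3 SD, cut at about 27% in these data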;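 note: 0% = acetylcholine EC80 with DMSO and 100% = DMSO without agonist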
CRFBP-R2 block – antagonists of CRF-binding protein/CRF-R2 receptor complex; inhibition, % at 11.8 µM; hit rate 0.59% among 350,000; HEK293 CRF-R2/CRF-BP, CRF-induced calcium fluorescence;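 active = inhibition of the ligand-induced calcium signal above about 50% at the single tested concentration, limit read from the data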
M4 ag – agonists of human muscarinic M4 receptor (CHRM4); P08173; CHO-K1 hM4/Gqi5, Fluo-8 calcium fluorescence; vehicle 0%, full acetylcholine response 100%; activation, % at 3 µM; hit rate 0.14% among 360,000;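 active = activation above the run mean over all test wells plus 3 SD, cut at about 32% in these data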;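 note: peak over basal fluorescence ratio per well then scaled between controls; 0% = DMSO wells and 100% = acetylcholine at EC100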
Target sequence (P08173 whole entry, looked up): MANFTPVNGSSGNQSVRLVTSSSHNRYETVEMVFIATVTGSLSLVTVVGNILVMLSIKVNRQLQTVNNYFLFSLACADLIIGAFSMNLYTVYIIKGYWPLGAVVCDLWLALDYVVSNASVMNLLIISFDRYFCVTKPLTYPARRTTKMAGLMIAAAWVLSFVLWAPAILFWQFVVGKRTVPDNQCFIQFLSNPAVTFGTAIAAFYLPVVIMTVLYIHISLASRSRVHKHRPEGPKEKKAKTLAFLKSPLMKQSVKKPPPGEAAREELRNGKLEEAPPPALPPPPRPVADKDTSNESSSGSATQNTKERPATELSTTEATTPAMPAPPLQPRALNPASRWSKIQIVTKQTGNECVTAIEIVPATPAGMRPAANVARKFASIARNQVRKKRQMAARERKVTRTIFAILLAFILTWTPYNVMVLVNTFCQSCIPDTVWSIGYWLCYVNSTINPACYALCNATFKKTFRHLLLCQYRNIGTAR
M4 antag – CHRM4 antagonism in calcium assay. P08173. CHO-hM4 cells, ACh EC80, Fluo-8 calcium fluorescence. hit rate 0.73% among 360,000. inhibition, % at 3 µM;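 active = inhibition above its plate's cutoff, the mean inhibition of sample wells plus 3 SD, cut at about 27% in these data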;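 note: 0% = acetylcholine EC80 with DMSO and 100% = DMSO without agonist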
M4 PAM – positive allosteric modulators of human muscarinic M4 receptor; hit rate 0.4% among 360,000; activation, % at 3 µM; CHO-K1 hM4/Gqi5, Fluo-8 calcium fluorescence, ACh EC20; 0% = ACh EC20, 100% = maximal ACh; P08173;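 active = activation above its plate's cutoff, the mean activation of sample wells plus 3 SD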; note: some results filed as inactive read as strong as hits
M1 PAM – human CHRM1 positive allosteric modulation; activation, % at 3 µM; CHO-K1 hM1, Fluo-8 calcium fluorescence, ACh EC20; 0% = ACh EC20, 100% = maximal ACh; P11229; hit rate 0.088% among 360,000; AID 588819; in the data active = activation above about 19%, passing the limit was not always enough
Target sequence (P11229 whole entry, looked up): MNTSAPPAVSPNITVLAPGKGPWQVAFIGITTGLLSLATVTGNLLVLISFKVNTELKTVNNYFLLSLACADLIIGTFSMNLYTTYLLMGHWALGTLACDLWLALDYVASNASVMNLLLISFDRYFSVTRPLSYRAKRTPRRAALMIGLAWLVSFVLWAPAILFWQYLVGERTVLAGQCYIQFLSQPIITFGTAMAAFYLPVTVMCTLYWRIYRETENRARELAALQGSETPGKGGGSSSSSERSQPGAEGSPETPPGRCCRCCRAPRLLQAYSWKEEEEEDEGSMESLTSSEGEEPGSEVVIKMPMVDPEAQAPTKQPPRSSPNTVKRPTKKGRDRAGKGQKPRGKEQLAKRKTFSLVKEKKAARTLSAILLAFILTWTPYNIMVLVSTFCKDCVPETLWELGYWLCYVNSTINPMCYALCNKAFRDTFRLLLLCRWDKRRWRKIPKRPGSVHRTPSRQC
CHRM5 agonist – agonists of human muscarinic M5 receptor (CHRM5). activation, % at 3 µM. AID 624037. P08912. hit rate 0.19% among 360,000. CHO-K1 hM5 cells, Fluo-8 calcium fluorescence; 0% DMSO wells, 100% maximal acetylcholine response;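 active = activation above the run's mean over test compounds plus 3 SD, cut at about 23% in these data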;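 note: signal is peak over basal fluorescence ratio across the kinetic read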
CHRM5 PAM – positive allosteric modulators of human muscarinic M5 receptor. hit rate 0.3% among 360,000. CHO-K1 hM5, Fluo-8 calcium, ACh EC20 PAM; 0% = ACh EC20, 100% = ACh EC100. P08912. activation, % at 3 µM;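 active = activation above the run cutoff, the mean activation of all test compounds plus 3 SD, cut at about 18% in these data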
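Measured by: Fluo-8 calcium fluorescence; material: human M5 receptor in CHO-K1 cells; schedule: Post-acetylcholine fluorescence recording 140 s; benchmarks: low control EC20 acetylcholine (0%), high control EC100 acetylcholine (100%); read-out: Max/basal fluorescence ratio as % of EC20–EC100 ACh window; compound: single dose, 3 µM nominal final test concentration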
* = called active by the depositor; nt = no result given.

canonical_smiles	CRFR2-BP ag	M5 antag	CRFBP-R2 block	M4 ag	M4 antag	M4 PAM	M1 PAM	CHRM5 agonist	CHRM5 PAM
COc1ccc2[nH]cc(CCNC(=O)c3ccc([N+](=O)[O-])cc3)c2c1	-2.1	8	3	4	8	-10	7	-1	-1
COc1ccc(/C=C(\C#N)C(=O)NCc2cccnc2)cc1OC	0.3	-11	1	0	0	5	7	-5	-5
CCOC(=O)c1c(C)[nH]c(N=Nc2ccccc2C)c1C	-1.7	-1	-10	-2	-11	7	-5	-2	-6
CNCCOc1nc(N2CCOCC2)nc(C)c1[N+](=O)[O-]	0.1	2	13	1	-6	1	10	0	-3
O=C(CCCC(=O)c1ccc(F)cc1)c1ccc(F)cc1	-3.0	1	9	0	-12	0	9	-6	-3
COc1cccc(SCc2noc(C(=O)NCC3CC3)c2C(=O)NCC2CC2)c1	1.4	12	-3	1	4	2	8	-6	-1
CCc1ccc(CNC(=O)c2ccc(NC(=O)C3=CSCCO3)cc2)cc1	-1.4	13	-13	2	13	-3	-5	-4	-5
CCCCc1ncc(CN2CCC(n3nccc3NC(=O)c3ccccc3Cl)CC2)[nH]1	-3.5	-1	18	0	-4	-4	-20	-8	0
O=C(O)CCN1C(=O)/C(=C2\C(=O)N(Cc3ccccc3Cl)c3ccccc32)SC1=S	nt	-9	nt	1	-19	2	5	-4	12
c1ccc2c(c1)Nc1cc3ccccc3cc1S2	-1.4	5	15	-1	1	-2	3	4	8
Cc1ccc(S(=O)(=O)Nc2cc(C)on2)cc1	-1.6	12	-6	2	-2	2	1	-3	-2
CC(c1ccco1)N(C(=O)c1ccccc1F)c1ccccn1 (configuration not stated)	-1.0	-7	11	2	2	4	1	-2	9
O=C(CN1CCN(Cc2ccccc2)CC1)Nc1ccc([N+](=O)[O-])cc1C(=O)Nc1ccccc1F	-0.7	11	-20	12	0	-10	-15	-1	-15
CCCN1Cc2cccc(C(=O)NCc3ccc(C)cc3)c2C1=O	-1.2	-8	3	2	-13	18	8	-4	0
O=C1CC(C(=O)Nc2cccc3ccccc23)C2(CCCC2)O1 (configuration not stated)	0.3	0	17	1	-2	13	14	-8	-2
COc1ccc(-c2nc3c4ccccc4ccn3c2Cc2cccc(Cl)c2)cc1OC	nt	13	nt	1	1	-5	-2	-4	-15
O=C(C[n+]1cc(-c2ccc(Cl)c(Cl)c2)n2c1CCC2)N1c2ccccc2Sc2ccccc21	2.5	100*	33	0	98*	-17	-27	-8	-19
Cc1cc2nc(N3CCN(C(=O)c4ccco4)CC3)sc2cc1C	0.1	6	-1	11	2	5	-9	8	-11
CC(C)(C)NC(=O)CSC(=Nc1cccc(F)c1)NC#N	2.8	-4	20	1	0	-5	1	-4	3
CCCc1nnc(SCC(=O)Nc2cc(C)on2)n1CCOC	1.1	4	13	2	0	-6	8	2	10
O=C(Nc1ccon1)c1cccc(S(=O)(=O)N2CCCCCC2)c1	-0.9	1	-36	1	0	3	10	-1	-2
Cc1ccc(C)c(N2CCN(C(=O)c3cc(S(=O)(=O)N4CCCC4)cn3C)CC2)c1	34	-1	-13	1	-10	1	-3	1	2
CCc1ccc(CN2CCC(n3nccc3NC(=O)c3ccccc3OC)CC2)o1	-0.1	5	-3	12	-8	-7	-1	0	-5
O=c1c2sccc2[nH]c(=S)n1-c1ccccc1	1.6	7	10	0	5	4	8	0	1
Cc1cc(C)c(C(=O)COC(=O)Cn2nc(-c3ccccc3)oc2=O)cc1C	0.0	-5	-2	0	-5	10	6	4	8
COc1cc(-c2c(C#N)c(N)nc3c2CCCC3)cc(OC)c1OC	1.4	2	2	1	-1	2	6	1	-4
O=C(c1ccc(NS(=O)(=O)c2ccc(F)cc2)cc1)N1CCC1	-0.5	3	9	2	-21	15	-3	1	-8
Cc1ccc(Cl)c(OCCCCN2CCC(C)CC2)c1	-4.0	4	13	0	-1	-3	0	-2	-1
Cc1cc(C)cc(C(O)c2ncc(-c3ccccc3C(F)(F)F)[nH]2)c1 (configuration not stated)	nt	2	nt	2	1	0	4	1	-2
O=S(=O)(Nc1ncccn1)c1ccc(NC(=S)NCCc2ccccc2)cc1	0.2	-1	-3	0	-1	5	10	3	9
CCOc1ccc(S(=O)(=O)NCCC(=O)Nc2ccncc2)cc1	0.1	-4	-7	2	-19	6	5	-2	-10
Fc1ccc(C2=Nc3cccc4cccc(c34)N2)cc1	0.4	10	-2	1	-3	2	10	-4	0
Cc1cc(=O)oc2c(C)c(OCC(=O)NCCN3CCOCC3)ccc12	-0.4	4	-2	1	2	-2	6	-4	0
CCNC(=S)Nc1ccc2c(c1)c(=O)n(C)n2-c1cc(C)cc(C)c1	nt	-15	nt	2	-15	10	13	2	7
CCOC(=O)N1CCN(C(=O)c2ccccc2NC(=O)c2ccc(C(C)(C)C)cc2)CC1	-1.4	2	-2	4	-8	1	11	1	0
Cc1cc(C)c(NC(=O)CN2C(=O)NC3(CCCCC3)C2=O)c(Cl)c1	-0.2	-10	-3	0	12	12	4	2	9
CCC1CCCCN1C(=S)Nc1cccc(S(=O)(=O)N(C)C)c1 (configuration not stated)	-0.9	-4	-7	2	-14	10	12	-4	5
COc1ccccc1Cn1[nH]nnc1=S	-1.2	-5	-3	0	2	-6	-1	-1	-1
Cc1ccc(NC(=O)c2cc(N3C(=O)C4CC=CCC4C3=O)ccc2N2CCCCC2)cc1 (configuration not stated)	0.3	-11	-16	1	-6	2	13	-3	5
O=C(CN1C(=O)S/C(=C\c2ccccc2F)C1=O)Nc1ccccc1O	-0.7	3	11	4	5	-4	-2	-1	-4

5 entries from above, sorted by their value in M1 PAM, largest number first:
structure	M1 PAM
Cc1ccc(NC(=O)c2cc(N3C(=O)C4CC=CCC4C3=O)ccc2N2CCCCC2)cc1 (configuration not stated)	13
CCOC(=O)N1CCN(C(=O)c2ccccc2NC(=O)c2ccc(C(C)(C)C)cc2)CC1	11
Fc1ccc(C2=Nc3cccc4cccc(c34)N2)cc1	10
Cc1cc(C)c(NC(=O)CN2C(=O)NC3(CCCCC3)C2=O)c(Cl)c1	4
O=C(CN1C(=O)S/C(=C\c2ccccc2F)C1=O)Nc1ccccc1O	-2

(more compounds)
canonical_smiles	CRFR2-BP ag	M5 antag	CRFBP-R2 block	M4 ag	M4 antag	M4 PAM	M1 PAM	CHRM5 agonist	CHRM5 PAM
CN(C)Cc1ccccc1CNC(=O)c1cccc(S(=O)(=O)Nc2ccc3c(c2)OCO3)c1	-1.4	1	19	4	-10	-1	5	-2	-3
Cc1cc(C)c2ccc3c(C)c(C)nc3c2[nH]1	0.0	9	-8	0	-6	-1	2	3	5
CCCc1[nH]nc2c1C(CCC)C(C#N)=C(N)O2 (configuration not stated)	-0.2	3	-2	1	-11	0	4	-1	-6
OC(c1ccccc1)C(CN1CCOCC1)c1ccccc1 (configuration not stated)	-0.4	2	-2	1	-6	2	11	-13	7
CCOc1ccc(C/C(O)=C2\C(=O)CC(C)(C)CC2=NCC(=O)O)cc1OCC	-0.1	8	-14	0	1	3	-1	0	0
O=C(O)c1[nH]c2ccccc2c1C(c1c(F)cccc1Cl)c1c(C(=O)O)[nH]c2ccccc12	-2.4	14	-1	1	3	-4	10	2	0
CCOC(=O)C1CCCN(Cc2nc(Cc3cccc(F)c3)no2)C1 (configuration not stated)	-1.3	1	8	1	-1	-1	-8	14	5
Cc1ccc(S(=O)(=O)N2CCCCC2)cc1NS(=O)(=O)c1ccccc1F	-1.7	18	-4	2	1	1	9	4	-6
CN(C(=O)CN1CCN(c2ccccc2F)CC1)C1CCCc2ccccc21 (configuration not stated)	0.0	10	-17	3	-1	8	7	0	-2
Cc1cccc(NC(=O)CN2C(=O)NC(Cc3ccccc3)C2=O)c1 (configuration not stated)	0.6	-3	-40	1	-3	14	8	-3	-2
CC(C)CN(Cc1c(O)ccc2c(=O)c(-c3ccccc3)coc12)CC(C)C	5.9	0	9	0	-14	1	4	2	0
O=C(Nc1nnc(COc2ccccc2)s1)C1CCN(S(=O)(=O)c2ccc(Cl)cc2)CC1	7.5	9	-65	0	-4	0	2	0	-10
CCN(CC)C(=O)c1cccc(NC(=O)c2ccccc2OCc2c(C)noc2C)c1	0.3	5	1	3	-6	7	7	3	-6
COC(=O)C1=C(C)N(Cc2ccccc2)C(=O)/C1=C\c1ccco1	-1.8	4	-3	0	-4	1	1	3	4
COc1ccc(-c2nc(CSCC(=O)N3CCN(C)CC3)c(C)o2)cc1OC	-1.1	1	-5	1	-6	2	9	2	-6
COC(=O)CN1C(=O)[C@H]2[C@@H](c3ccc(C)o3)N3C(=O)CN(Cc4ccccn4)C(=O)[C@@]3(C)[C@H]2C1=O	1.3	2	-7	2	-7	10	17	-1	7
CCOc1cc(C)c(-c2onc(C(F)(F)F)c2-c2csc(C)n2)c(O)c1	-2.8	7	-7	2	-8	-22	-12	-7	-17
O=C(Nc1ccccc1F)c1ccc(Br)o1	-0.1	5	-2	1	-4	22	1	1	7
CCCc1cc(=O)oc2c(C)c(OC3CCCCC3=O)ccc12 (configuration not stated)	-2.0	22	-5	0	4	0	-8	-1	-10
COc1ccc(Cl)cc1NCCC(O)c1ccc(F)cc1 (configuration not stated)	-0.7	8	3	0	4	4	3	-5	-4

A different layout for two compounds above.
Cc1cc(C)c2ccc3c(C)c(C)nc3c2[nH]1
  CRFR2-BP ag: 0.0
  M5 antag: 9
  CRFBP-R2 block: -8
  M4 ag: 0
  M4 antag: -6
  M4 PAM: -1
  M1 PAM: 2
  CHRM5 agonist: 3
  CHRM5 PAM: 5

CCCc1[nH]nc2c1C(CCC)C(C#N)=C(N)O2 (configuration not stated)
  CRFR2-BP ag: -0.2
  M5 antag: 3
  CRFBP-R2 block: -2
  M4 ag: 1
  M4 antag: -11
  M4 PAM: 0
  M1 PAM: 4
  CHRM5 agonist: -1
  CHRM5 PAM: -6

Continuation.
canonical_smiles	CRFR2-BP ag	M5 antag	CRFBP-R2 block	M4 ag	M4 antag	M4 PAM	M1 PAM	CHRM5 agonist	CHRM5 PAM
Cc1ccc(Cl)cc1NS(=O)(=O)Cc1ccccc1	-2.0	-20	-31	1	-13	3	-1	-10	-4
COc1cc(S(=O)(=O)N2CCCN(C)CC2)ccc1NC(C)=O	-0.4	-7	8	1	-8	3	3	-2	7
CC(C)N(C(=O)Cn1cc(SCC(N)=O)c2ccccc21)C(C)C	-1.2	4	3	2	-7	5	-2	1	-5
COC(=O)c1ccc(C2/C(=C(/O)c3ccc(OC)cc3)C(=O)C(=O)N2CC2CCCO2)cc1 (configuration not stated)	-1.8	0	14	1	-2	4	-10	1	-3
CC(C)NC(=O)CNc1ccc(C(F)(F)F)cc1[N+](=O)[O-]	-1.3	-6	-10	2	2	-3	7	0	1
CCOCCCNC(=O)C(NC(=O)c1cnccn1)c1ccc(OC)cc1 (configuration not stated)	0.5	1	11	0	1	-4	9	-3	0
COc1ccc(-c2ccccc2)cc1NC(=O)[C@@H]1O[C@H](CO)[C@H](O)[C@H](O)[C@H]1O	nt	-5	nt	1	-4	4	4	1	5
NS(=O)(=O)c1cccc(NC(=O)COC(=O)CN2C(=O)c3ccccc3C2=O)c1	0.5	-2	5	1	-1	10	-5	4	3
CCC(=O)NC(c1ccccc1OC)c1ccc2cccnc2c1O (configuration not stated)	-3.5	-3	22	-1	7	4	6	-3	2
CSc1ncc(CN2CCCC(C(=O)c3ccc(C(C)(C)C)cc3)C2)cn1 (configuration not stated)	-1.5	-13	-44	2	-13	4	-7	2	12
O=C(Nc1ccc(F)cc1)C(c1cccc(F)c1)N1CCN(CC(=O)N2CCCC2)CC1 (configuration not stated)	nt	6	nt	2	0	5	nt	0	-4

Screening results (PubChem)
